FID counter – counter-screen for HCV NS3 helicase inhibitors: DNA intercalator displacement; hit rate 0.17% among 290,000; inhibition, % at 7.9 µM; DNA fluorescent intercalator displacement, fluorescence; in the data active means inhibition above about 37%;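 further: 0% = vehicle and 100% = reference compound; higher means more ethidium bromide displaced from hairpin DNA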
NALP1 inh – blocks the NALP1 inflammasome reconstituted in yeast; S. cerevisiae NALP1/ASC/caspase-1 growth, X-gal OD620, 72 h; hit rate 0.61% among 280,000; inhibition, % at 10 µM; AID 2071; in the data active means inhibition mostly above about 24%, no sharp cut-off; inactive means mostly below about 32%; further: some compounds called inactive have numbers as strong as hits
PHOSPHO1 inh – inhibitors of human PHOSPHO1 phosphatase | Q8TCT1 | recombinant PHOSPHO1, absorbance phosphatase assay | inhibition, % at 13.3 µM | hit rate 1.1% among 290,000; in the data active means inhibition above about 60%
Target sequence (Q8TCT1 whole entry, looked up): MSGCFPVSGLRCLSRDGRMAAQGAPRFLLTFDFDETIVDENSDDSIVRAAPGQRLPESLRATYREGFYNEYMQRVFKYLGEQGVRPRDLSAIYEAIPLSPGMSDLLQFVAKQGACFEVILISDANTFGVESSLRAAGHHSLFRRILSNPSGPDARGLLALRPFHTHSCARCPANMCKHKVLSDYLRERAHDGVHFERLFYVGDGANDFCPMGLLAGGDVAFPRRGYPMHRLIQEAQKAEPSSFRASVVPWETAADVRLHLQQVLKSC
MEKK3 PB1 HTS – modulators (inhibitors or enhancers) of MEK5 binding to human MEKK3 PB1 domain. Q99759. bead-based flow cytometry, Alexa488-MEK5 binding to MEKK3; actives lie on both sides; 0 = blocked by unlabeled MEK5, 100 = vehicle. binding response (% of control), % at 10 µM. hit rate 1.4% among 290,000. AID 1529;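 active means binding response more than 3 SD above or below the average of its plate-row segment, actives on both sides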;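 further: Alexa488 bead fluorescence after subtracting the streptavidin-only scavenger bead signal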
MEKK2mut PB1 HTS – signal of MEK5 binding to mutant human MEKK2 PB1 domain; bead flow cytometry, Alexa488-MEK5 binding to MEKK2 mutant; percent response, % at 10 µM; hit rate 0.35% among 290,000; AID 1530; in the data active means percent response above about 24%, passing the limit was not always enough; further: inactives centre near 1; some results filed as inactive read as strong as hits; reference of the scale not given here
MEKK2 WT-MEK5 – raises or lowers MEK5 binding to wildtype human MEKK2 PB1 domain; Q9Y2U5; bead flow cytometry, Alexa488-MEK5 binding to MEKK2 WT; actives lie on both sides; binding response (% of control), % at 10 µM; hit rate 1.1% among 290,000; in the data active means binding response below about 67% or above about 130%
PfM18AAP inh – blocks P. falciparum M18 aspartyl aminopeptidase; recombinant PfM18AAP, H-Glu-NHMec fluorogenic cleavage; inhibition, % at 7.35 µM; hit rate 1.2% among 290,000;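 active means inhibition above the campaign mean inhibition over all tested compounds plus 3 SD, cut at about 28% in these data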;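 further: 0% = plate median of test compound wells and 100% = 2 mM ZnCl2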
OXTR agonist – activates the human oxytocin receptor. P30559. CHO-OTR cells, Fluo-8 calcium fluorescence; normalized: DMSO 0%, oxytocin 100%. activation, % at 3 µM. hit rate 0.32% among 320,000. AID 2435;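 active means activation above the mean of all tested compounds plus 3 SD, cutoff set per screening run, cut at about 20% in these data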;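 further: peak over basal fluorescence ratio from a 100 s FLIPR kinetic read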
GPR7 antagonist – human neuropeptides B/W receptor 1 antagonism; P48145; GPR7-expressing cells, fluorescence antagonist assay; inhibition, % at 4.4 µM; hit rate 1.1% among 290,000; AID 1861; in the data active means inhibition above about 16%, passing the limit was not always enough;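 further: cells stimulated with the agonist NPW; 0% = agonist with vehicle and 100% = vehicle without agonist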
Target sequence (P48145 whole entry, looked up): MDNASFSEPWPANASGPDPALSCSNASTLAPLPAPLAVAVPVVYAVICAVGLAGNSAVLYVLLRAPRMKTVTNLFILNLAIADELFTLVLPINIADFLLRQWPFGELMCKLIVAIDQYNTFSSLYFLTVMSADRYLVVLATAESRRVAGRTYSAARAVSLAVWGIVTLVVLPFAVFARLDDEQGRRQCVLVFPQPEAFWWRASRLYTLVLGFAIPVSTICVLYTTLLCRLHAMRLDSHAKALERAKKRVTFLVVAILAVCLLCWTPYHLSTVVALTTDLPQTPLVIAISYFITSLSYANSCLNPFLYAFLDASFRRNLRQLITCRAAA
Active calls of the source: *; . = not tested or not shown; & = joins results of further samples. The list is partial; count on the stated rates, not on these rows.

Each structure is followed by: FID counter | NALP1 inh | PHOSPHO1 inh | MEKK3 PB1 HTS | MEKK2mut PB1 HTS | MEKK2 WT-MEK5 | PfM18AAP inh | OXTR agonist | GPR7 antagonist
(1) O=C(O)/C=C/c1ccc(O)cc1
→ . | . | . | 105 | 2 | 105 | . | 0.2 | .
(2) COc1ccc(CN2CCN(C(c3ccc(F)cc3)c3ccc(F)cc3)CC2)c(OC)c1OC
→ . | . | . | 114 | 15 | 183* | . | -0.7 | .
(3) COc1cc2nc(N3CCN(C(=O)[C@H]4COc5ccccc5O4)CC3)nc(N)c2cc1OC
→ 23 | 1 | 31 | 101 | 9 | 115 | -3 | -0.5 | -5
(4) O=C(Nc1ccc(C(=O)O)c(O)c1)c1ccccc1
→ 1 | 13 | 25 | 93 | 11 | 92 | 2 | 0.7 | -8
(5) CCc1c2c(nc3ccc(OC(=O)N4CCC(N5CCCCC5)CC4)cc13)-c1cc3c(c(=O)n1C2)COC(=O)[C@]3(O)CC
→ . | . | . | 102 | 2 | 102 | . | 1.5 | .
(6) O=c1ccn([C@H]2C[C@H](O)[C@@H](CO)O2)c(=O)[nH]1
→ . | . | . | 100 | 2 | 98 | . | 0.3 | .
(7) Cn1c(=O)c2c(ncn2CCO)n(C)c1=O
→ -3 | 0 | 20 | 98 | -2 | 96 | -11 | 0.5 | 10
(8) CNc1c2c(nn1C)CCCC2
→ 3&7 | 15&7 | 10&40 | 102&88 | 2&1 | 105&106 | 5&5 | 1.7 | -14&12
(9) COc1ccc2nc(NC(=O)Nc3ccccc3)sc2c1
→ -4 | 34 | -9 | 89 | 2 | 94 | -4 | 4.4 | 7
(10) NC(N)=NC(=O)Cc1c(Cl)cccc1Cl
→ 3 | 18 | 4 | 106 | 6 | 94 | 3 | 1.5 | -7
(11) CC12CCC(=O)C=C1CCC1C2CCC2(C)C1CC[C@]2(O)C(=O)CO (stereo not given in full)
→ -21 | -8 | 68* | 103 | 10 | 109 | 4 | 0.2 | -7
(12) C=C1c2cccc(O)c2C(O)=C2C(=O)[C@]3(O)C(O)=C(C(N)=O)C(=O)[C@@H](N(C)C)[C@@H]3[C@@H](O)[C@H]12
→ 2 | 3 | -8 | 86 | 1 | 83 | 18 | 0.8 | 1
(13) COc1ccc2ccc(=O)oc2c1
→ -1 | 26 | -11 | 113 | -2 | 105 | 3 | -0.2 | 0
(14) COC(c1ccccc1)(c1ccccc1)C(Oc1nc(C)cc(C)n1)C(=O)O (stereo not given)
→ -30 | 15 | 36 | 106 | 1 | 106 | 7 | 0.6 | 9
(15) COc1ccccc1OCCNCC(O)COc1cccc2[nH]c3ccccc3c12 (stereo not given)
→ 14&25 | 13 | 10 | 121&106&102 | 23&32&34 | 213* | -4&0 | 21* | 10&12
(16) Nc1ncnc2nc[nH]c12
→ -2 | -2 | 31 | 103&104 | 4&3 | 107&104 | 0 | -0.3&-0.5&2.0 | -13
(17) CCC(=O)O[C@]1(C(=O)SCF)[C@H](C)C[C@H]2[C@@H]3C[C@H](F)C4=CC(=O)C=C[C@]4(C)[C@@]3(F)[C@@H](O)C[C@@]21C
→ . | . | . | 116 | 5 | 114 | . | -0.6 | .
(18) COC(=O)C1=CO[C@@H](OC2OC(CO)C(O)C(O)C2O)[C@@H]2[C@@H](C)[C@@H](O)C[C@H]12 (stereo not given in full)
→ . | . | . | 106 | 2 | 108 | . | 0.4 | .
(19) CCCCC1C(=O)N(c2ccccc2)N(c2ccccc2)C1=O
→ -10 | 24 | -9 | 108&86 | 2&-37 | 102&67 | 1 | -1.8 | -15
(20) C/C=C(/C)C(=O)OC1c2c(ccc3ccc(=O)oc23)OC(C)(C)C1OC(=O)/C(C)=C\C (stereo not given)
→ -22 | -1 | 20 | 100 | -4 | 93 | 4 | 0.2 | -21
(21) C/C=C(/C)C(=O)O[C@@H]1c2cc(OC)c(OC)c(OC)c2-c2c(cc3c(c2OC)OCO3)C[C@H](C)[C@]1(C)O
→ . | -3 | 18 | 96 | 3 | 100 | . | -2.3 | .
(22) Cc1[nH]c2ccccc2c1/C=N/NC(N)=S
→ 1 | 0 | 22 | 102 | 6 | 108 | 11 | 3.1 | -5
(23) Cc1cccc(C)c1NC(=O)C1CCCCN1C (stereo not given)
→ 0 | 12 | 4 | 113 | 4 | 111 | 7 | 2.1 | -7
(24) CC[C@]1(O)C[C@@H]2CN(CCc3c([nH]c4ccccc34)[C@@](C(=O)OC)(c3cc4c(cc3OC)N(C)[C@H]3[C@@](O)(C(=O)OC)[C@H](OC(C)=O)[C@]5(CC)C=CCN6CC[C@]43[C@@H]65)C2)C1
→ . | -6 | -5 | 111 | 10 | 122 | . | 2.5 | .
(25) CCCCOc1ccc(CC(=O)NO)cc1
→ -3 | 14 | -4 | 81 | 3 | 106 | 22 | -0.5 | -16
(26) Cc1cccc2c1NC(=O)/C2=C\C(=O)c1cccs1
→ 9 | 3 | -2 | 108 | 9 | 110 | 16 | 1.4 | 0
(27) C[C@@H]1C[C@H]2[C@@H]3C[C@H](F)C4=CC(=O)C=C[C@]4(C)[C@@]3(F)[C@@H](O)C[C@]2(C)[C@@]1(O)C(=O)COC(=O)C(C)(C)C
→ -21 | 17 | 6 | 98 | 2 | 93 | -5 | -2.4 | -11
(28) O=c1cc(-c2ccc(O)cc2)oc2cc(O[C@@H]3O[C@H](CO)[C@@H](O)[C@H](O)[C@H]3O[C@@H]3OC[C@](O)(CO)[C@H]3O)cc(O)c12
→ 4 | 23 | 1 | 75 | 3 | 86 | 3 | -0.1 | 2
(29) COc1ccc(/C=N/NC(=O)c2ccncc2)cc1OC
→ -8 | 12 | 43 | 100 | -4 | 96 | -12 | 0.1 | -18
(30) CN(C)CCOc1ccccc1Cc1ccccc1
→ 9 | 42 | -9 | 78 | -2 | -18* | -3 | 1.7 | 2
(31) COc1cc([C@H]2Oc3cc([C@H]4Oc5cc(O)cc(O)c5C(=O)[C@@H]4O)ccc3O[C@@H]2CO)ccc1O
→ -6 | 13 | 5 | 100 | 5 | 102 | 19 | -0.5 | -12

Some of the entries so far, with each value named.
30. CN(C)CCOc1ccccc1Cc1ccccc1
  FID counter: 9; NALP1 inh: 42; PHOSPHO1 inh: -9; MEKK3 PB1 HTS: 78; MEKK2mut PB1 HTS: -2; MEKK2 WT-MEK5: -18*; PfM18AAP inh: -3; OXTR agonist: 1.7; GPR7 antagonist: 2
24. CC[C@]1(O)C[C@@H]2CN(CCc3c([nH]c4ccccc34)[C@@](C(=O)OC)(c3cc4c(cc3OC)N(C)[C@H]3[C@@](O)(C(=O)OC)[C@H](OC(C)=O)[C@]5(CC)C=CCN6CC[C@]43[C@@H]65)C2)C1
  FID counter: .; NALP1 inh: -6; PHOSPHO1 inh: -5; MEKK3 PB1 HTS: 111; MEKK2mut PB1 HTS: 10; MEKK2 WT-MEK5: 122; PfM18AAP inh: .; OXTR agonist: 2.5; GPR7 antagonist: .
16. Nc1ncnc2nc[nH]c12
  FID counter: -2; NALP1 inh: -2; PHOSPHO1 inh: 31; MEKK3 PB1 HTS: 103&104; MEKK2mut PB1 HTS: 4&3; MEKK2 WT-MEK5: 107&104; PfM18AAP inh: 0; OXTR agonist: -0.3&-0.5&2.0; GPR7 antagonist: -13
28. O=c1cc(-c2ccc(O)cc2)oc2cc(O[C@@H]3O[C@H](CO)[C@@H](O)[C@H](O)[C@H]3O[C@@H]3OC[C@](O)(CO)[C@H]3O)cc(O)c12
  FID counter: 4; NALP1 inh: 23; PHOSPHO1 inh: 1; MEKK3 PB1 HTS: 75; MEKK2mut PB1 HTS: 3; MEKK2 WT-MEK5: 86; PfM18AAP inh: 3; OXTR agonist: -0.1; GPR7 antagonist: 2

Record cards (already shown):
`CC[C@]1(O)C[C@@H]2CN(CCc3c([nH]c4ccccc34)[C@@](C(=O)OC)(c3cc4c(cc3OC)N(C)[C@H]3[C@@](O)(C(=O)OC)[C@H](OC(C)=O)[C@]5(CC)C=CCN6CC[C@]43[C@@H]65)C2)C1` in the list: FID counter: .; NALP1 inh: -6; PHOSPHO1 inh: -5; MEKK3 PB1 HTS: 111; MEKK2mut PB1 HTS: 10; MEKK2 WT-MEK5: 122; PfM18AAP inh: .; OXTR agonist: 2.5; GPR7 antagonist: .
`COc1cc2nc(N3CCN(C(=O)[C@H]4COc5ccccc5O4)CC3)nc(N)c2cc1OC` in the list: FID counter: 23; NALP1 inh: 1; PHOSPHO1 inh: 31; MEKK3 PB1 HTS: 101; MEKK2mut PB1 HTS: 9; MEKK2 WT-MEK5: 115; PfM18AAP inh: -3; OXTR agonist: -0.5; GPR7 antagonist: -5
